Compound activity from PubChem BioAssay.
ELG1 genotoxic = genotoxicity induction in ELG1-luciferase HEK293T cells. 1.3% of 330,000 active. HEK293T ELG1-luciferase reporter, luminescence, 16 h. Potency, µM (series often up to 46 µM), without a hit: top-dose activity change, positive = activation, usual class: activators; further: % of control where 0% means no effect; nearly all actives have a fitted effect of over 60% in size
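Screening used a luciferase reporter fused to human ELG1 in HEK293T cells. Luminescence was read on a CCD plate imager after 16 hr exposure and 30 min ONE-Glo incubation.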
Rab9 prom act = activators of Rab9 promoter; AID 485297; 2.8% of 320,000 active; Huh7 Rab9 promoter-luciferase reporter, luminescence, 24 h; Potency, µM (titrated, usually from 9.22 µM), without a hit: top-dose activation, negative = inhibition, usual class: activators; further: % of control where 0% means no effect; nearly all actives have a fitted effect of over 60% in size
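Luminescence read-out: Huh7 cells stably expressing Rab9-luciferase, treated 24 h with compound at 37 °C, then lysed with luciferase reagent for 10 min at ambient before reading.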
uPA surface inh = inhibitors of cell surface uPA generation. cell surface uPA generation assay, qHTS. Potency, µM (series often up to 38.3 µM), for inactives: at the highest dose activity change, negative = inhibition, actives largely listed as inhibitors. 0.31% of 330,000 active; active means well fitted inhibition curve with a large enough effect; inconclusive means small, poorly fitted or top-dose-only effect; inactive means no such curve, though single readings can be large or run the other way; tested in mouse RAW 264.7 cells; further: on the % scale 0 is the no-effect control and ±100 the full control effect; nearly all actives have a fitted effect of over 55% in size
FLuc counter = inhibits or activates purified firefly luciferase, miR-21 counter-screen | 6.9% of 360,000 active | purified FLuc, Km substrates, luminescence inhibition | Potency, µM (series often up to 57.5 µM), without a hit: at the highest dose activity change, negative = inhibition, hits mostly inhibitors | P08659;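 further: plate controls were vehicle for no effect and reference inhibitor for full effect; nearly all actives have a fitted effect of over 55% in size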
Target sequence (P08659 whole entry, looked up): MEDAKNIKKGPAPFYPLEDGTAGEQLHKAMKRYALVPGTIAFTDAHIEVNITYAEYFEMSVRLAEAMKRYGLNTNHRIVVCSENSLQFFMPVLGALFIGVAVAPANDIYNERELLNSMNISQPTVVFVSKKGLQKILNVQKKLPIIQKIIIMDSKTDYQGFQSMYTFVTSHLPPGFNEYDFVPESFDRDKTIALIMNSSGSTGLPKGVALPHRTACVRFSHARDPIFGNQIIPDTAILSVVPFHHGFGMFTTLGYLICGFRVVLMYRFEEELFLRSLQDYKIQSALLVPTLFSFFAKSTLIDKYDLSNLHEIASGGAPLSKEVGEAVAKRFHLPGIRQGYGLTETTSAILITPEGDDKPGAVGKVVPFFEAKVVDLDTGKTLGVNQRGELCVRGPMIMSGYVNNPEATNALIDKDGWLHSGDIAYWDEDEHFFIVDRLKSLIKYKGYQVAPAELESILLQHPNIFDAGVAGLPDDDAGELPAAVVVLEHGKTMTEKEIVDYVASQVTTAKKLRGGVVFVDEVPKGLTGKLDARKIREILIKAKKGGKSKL
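Purified P. pyralis luciferase, 10 nM final, with Km-level 10 uM D-luciferin and 10 uM ATP in 50 mM Tris acetate pH 7.5, 10 mM Mg acetate, 0.01% Tween-20, 0.05% BSA; 6-point qHTS titration about 60 µM downward; luminescence read.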
MBNL1-CUG inh = inhibitors of human MBNL1 binding to CUG repeat RNA. Potency, µM (top dose mostly 57.5 µM), for the others: at the highest dose activity change, negative = inhibition, hits mostly inhibitors. 0.036% of 280,000 active. TR-FRET MBNL1-His/biotin-(CUG)12 binding, 665/545 ratio. Q9NR56. AID 2675; active means well fitted inhibition curve with a large enough effect in the signal ratio, with a control signal flat, not every such curve was filed as active; inconclusive means small, poorly fitted or top-dose-only effect, or effect the other way, or a change in a side signal; inactive means no such curve, though single readings can be large or run the other way; the % refers to the signal ratio; further: on the % scale 0 is the no-effect control and ±100 the full control effect
Target sequence (Q9NR56 whole entry, looked up): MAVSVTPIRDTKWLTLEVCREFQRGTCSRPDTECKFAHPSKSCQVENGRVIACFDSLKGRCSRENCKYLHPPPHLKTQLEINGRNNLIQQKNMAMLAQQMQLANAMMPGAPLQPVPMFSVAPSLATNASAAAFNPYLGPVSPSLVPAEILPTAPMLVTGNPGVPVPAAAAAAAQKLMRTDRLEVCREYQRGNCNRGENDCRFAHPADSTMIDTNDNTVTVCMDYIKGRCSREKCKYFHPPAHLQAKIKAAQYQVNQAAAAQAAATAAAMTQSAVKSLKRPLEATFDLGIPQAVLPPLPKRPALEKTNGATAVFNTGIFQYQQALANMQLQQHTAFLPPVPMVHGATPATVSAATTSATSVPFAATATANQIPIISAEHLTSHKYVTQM
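Compound titration spanned 92 nM–58 uM against the MBNL1-His/biotin-(CUG)12 complex. After 60 min at room temperature with 5 nM streptavidin-XL665 and 0.055 ng/ul terbium anti-His, ratiometric 665/545 nm emission (Ex 340 nm) normalized to controls.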
RORg inh = blocks mouse ROR gamma transcriptional activity; Potency, µM (doses to about 53.6 µM), for the others: at the highest dose activity change, negative = inhibition, actives largely listed as inhibitors; Drosophila S2 Gal4-RORgamma UAS-luciferase reporter, 20 h; P51450; 5.4% of 310,000 active; further: on the % scale 0 is the no-effect control and ±100 the full control effect; nearly all actives have a fitted effect of over 60% in size
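Drosophila S2 cells stably expressing Gal4-DBD/mouse RORγ fusion under metallothionein promoter plus UAS-luciferase; compound 1 h, then 700 uM CuSO4 induction for 20 h at ambient temperature; inhibition read as reduced luminescence.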
NPC1 prom act = activators of NPC1 promoter; Huh7 NPC1 promoter luciferase reporter, 24 h; Potency, µM (series often up to 9.22 µM), inactives show at the top dose activation, actives largely listed as activators; 2.4% of 320,000 active; AID 485313;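 further: % of control where 0% means no effect; nearly all actives have a fitted effect of over 60% in size; reporter is driven by a mutant NPC1 promoter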
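Quantitative HTS used a cell-based reporter: Huh7 cells stably bearing the NPC1 promoter upstream of luciferase were treated with compounds for 24 h, and promoter activation was read as luminescence.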
p53 reactivation = restores transcriptional activity of mutant p53 | H1299 p53-A138V BP100-luciferase reporter, luminescence, 24 h | 0.063% of 320,000 active | Potency, µM (series often up to 92.2 µM), for the others: at the highest dose activity change, positive = activation, actives largely listed as activators; further: % of control where 0% means no effect; nearly all actives have a fitted effect of over 45% in size
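H1299 (p53-null), stable ts p53-A138V + BP100-Luc; 1000 cells/well, Opti-MEM/10% FBS; cpd 4 pt, 1:5; 24 h, 37 deg C, 5% CO2; detection reagent 10 min RT; luminescence.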
BRCA1 expr up = increases BRCA1 expression | Potency, µM (doses to about 46.1 µM), without a hit: top-dose activation, hits mostly activators | MCF7-BRCA1-FFLuc reporter, luminescence, 48 h; response scale: scaled: vehicle 0%, 10 µM genistein 100% | AID 624202 | 1.1% of 380,000 active; further: nearly all actives have a fitted effect of over 80% in size; some results filed as inactive show a strong effect at the top dose
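Luminescence from a BRCA1-driven firefly luciferase in MCF7 cells was read after 48 h compound exposure at 37 C. Data normalized against DMSO and a 10microM genistein activation control, then curve-fitted across the titration.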
VP16 counter = counter-screen for ROR gamma inhibitors: Gal4-VP16 reporter; AID 2546; 3.5% of 310,000 active; Potency, µM (titrated, usually from 53.6 µM), for inactives: at the highest dose activity, negative = inhibition, most hits filed as inhibitors; Drosophila S2 Gal4-VP16 UAS-luciferase, luminescence, 20 h;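 further: Gal4-VP16 expression switched on by copper sulfate through the metallothionein promoter; on the % scale 0 is the no-effect control and ±100 the full control effect; nearly all actives have a fitted effect of over 50% in size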
* = called active by the depositor; u = inconclusive; x = no result given; [ ] = dose if it differs, or a comment. Unless noted, the call rests on the fitted dose curve; in most records, active means well fitted curve in the direction sought with a large enough effect; inconclusive means small, poorly fitted or top-dose-only effect, or another doubt; inactive means no such curve, though single readings can be large; an effect the other way counts as inactive or inconclusive. Potency means the concentration at half of the fitted maximal effect. Compounds were not picked by outcome. About 13% of those tested had a hit in this group.

SMILES	ELG1 genotoxic	Rab9 prom act	uPA surface inh	FLuc counter	MBNL1-CUG inh	RORg inh	NPC1 prom act	p53 reactivation	BRCA1 expr up	VP16 counter
COC(=O)c1cccc(C(=O)N2CCC(CO)(CCc3ccccc3)CC2)c1	2%	-2%	-7%	-3%	0%	29%	3%	x	9%	7%
CCCc1ccc(Oc2c(-c3ccc(O)c(C)c3O)n[nH]c2C)cc1	-5%	-5%	0%	2%	-14%	18µM*	-1%	2%	-68%	u
CC12CCC(C(=O)Nc3nc4ccccc4s3)(OC1=O)C2(C)C (stereo not given)	u	u	0%	17µM*	-11%	-17%	u	7%	u	6%
Cc1ccc(NC(=O)CSc2nnc(N)s2)cc1S(=O)(=O)N1CCOCC1	0%	-6%	1%	-12%	x	x	-5%	-3%	-6%	x
Cc1csc(SCC(=O)NCc2cccc(Cl)c2)n1	-1%	-3%	1%	5%	-1%	-7%	0%	16%	2%	1%
CC(=O)C(Cc1ccccc1)NC(=O)CN(C)Cc1ccccc1Cl (stereo not given)	3%	15%	4%	2%	-2%	1%	7%	5%	1%	-2%
Cc1cccc(NC(=S)NC(NC(=O)c2ccco2)C(Cl)(Cl)Cl)c1 (stereo not given)	-12%	-2%	-6%	3%	-4%	5%	-3%	-1%	-21%	-1%
CC1CC(C)CN(C(=O)C(Cc2ccccc2)NC(=O)c2ccccc2)C1 (stereo not given)	-17%	-1%	7%	-7%	x	x	3%	-2%	-22%	x
CC(=O)N(C1=C(N)C(=O)c2ccccc2C1=O)C(C)C	-7%	-23%	1%	-3%	x	11µM*	-8%	-1%	6%	0%
CN(CC(=O)NC(=O)Nc1ccccc1F)Cc1ccccc1F	1%	x	-12%	x	x	x	x	u	u	x
COC(=O)CSc1nccc(C)n1	4%	3%	12%	-1%	-9%	11%	-5%	2%	0%	5%
CCCC(=O)Nc1ccc2c(c1)C(=O)N(CCC(=O)O)C2=O	0%	0%	x	4%	22%	-6%	-2%	-2%	2%	12%
O=C(c1nc2ccc(Cl)cn2c1CN1CCC[C@H]1CO)N1CCCCCCC1	1%	1%	-3%	4%	3%	7%	2%	-1%	14%	-6%
COc1cc(C(=O)N2CCC(NC(=O)C(Cc3ccc(C(C)C)cc3)NC(C)=O)CC2)cc(OC)c1OC (stereo not given)	-1%	1%	2%	-5%	-15%	2%	6%	4%	-19%	4%
CCN(CC)CCCN(Cc1cc2ccc(C)c(C)c2[nH]c1=O)C(=O)NC1CCCCC1	0%	-6%	x	1%	1%	-3%	1%	-7%	-28%	-2%
O=C(/C=C/c1ccc(Cl)c(Cl)c1)n1cccn1	2%	-1%	-2%	2.7µM*	-7%	-6%	2%	-3%	-15%	-5%
CCc1ccccc1N(CC(=O)NC1CCCCC1)C(=O)CNC(=O)c1ccco1	-5%	-3%	-3%	-1%	-9%	13%	3%	-1%	-18%	-5%
CCOc1cc(/C=C(/C#N)C(=O)Nc2ccc(OC)cc2)ccc1OCc1ccc(C(=O)O)cc1	3%	2%	3%	-15%	-2%	88%[1.91 µM]	-1%	x	7%	u
CC(C)COc1ccc(C(=O)Nc2ccc(N3CCOCC3)cc2N2CCOCC2)cc1	-14%	1%	10%	4%	-3%	-23%	1%	5%	-13%	-12%
COc1cc(/C=C2\N=C(C)OC2=O)cc(OC)c1OC	0%	-1%	u	-4%	8%	x	-3%	x	0%	x
O=C(CN1C(=O)S/C(=C\c2ccccc2)C1=O)NNC(=O)c1ccccc1O	2%	8%	-4%	-1%	11%	-5%	3%	5%	-53%	-9%
COC(=O)c1cc(S(=O)(=O)Nc2cccc(-c3cnco3)c2)oc1C	-3%	0%	5%	5%	3%	5%	-3%	0%	-27%	1%
Cc1ccccc1N1CCN(S(=O)(=O)C[C@]23CCC(CC2NC(=O)[C@@H](N)CCS(C)(=O)=O)C3(C)C)CC1 (stereo not given in full)	-1%	-4%	-9%	0%	x	x	1%	0%	7%	x
O=S(=O)(N1CCOCC1)n1c(Cc2ccccc2)nc2ccccc21	-9%	1%	0%	2%	-15%	-3%	0%	-15%	-6%	4%
CCOC(=O)c1ccc(S(=O)(=O)N2CCC(C(=O)Nc3nnc(C)o3)CC2)cc1	2%	1%	-3%	0%	x	x	1%	-2%	-30%	x
O=C(NCc1ccc(S(=O)(=O)NC2CCCCC2)s1)c1ccccc1	-3%	-1%	10%	7%	10%	17%	2%	-3%	-7%	6%
C=CCn1c(CSc2nc3ccccc3s2)nnc1SCC(=O)OCC	-3%	0%	0%	1%	5%	27%	-3%	5%	0%	-1%[0.365 µM]
CC(C)Cn1c(SCC(=O)Nc2ncccn2)nc2ccccc21	-7%	5%	-6%	0%	0%	4%	-1%	-3%	-24%	-14%
COC(=O)c1ccccc1NC(=O)CN1CCC(n2nnc3cc(C)ccc32)CC1	-27%	5%	x	-5%	-10%	0%	0%	4%	x	4%
Cc1cc2cc3c(cc2nc1SCC(=O)N1CCCC1)OCCO3	-4%	0%	2%	-4%	0%	-10%	1%	4%	-2%	4%
O=C(NCc1ccccc1)c1ccc(Cl)c(S(=O)(=O)N2CCCC2)c1	-4%	x	-9%	x	x	x	x	-4%	2%	x
CCCc1cc(=O)[nH]c(Nc2ccc(N3CCCCC3)cc2)n1	4%	-5%	-2%	0%	-3%	42%	-2%	9%	-50%	1%
COc1ccc(CNC(=O)COc2ccc(S(=O)(=O)N3CCCCC3)cc2Cl)cc1	-20%	0%	1%	u	4%	35%	-7%	13%	-30%	8%
CCOC(=O)N1CCN(c2c(NCCN3CCN(Cc4ccccc4)CC3)c(=O)c2=O)CC1	-7%	-8%	11%	1%	-8%	-6%	1%	2%	0%	1%
Cc1c(Cl)cccc1NC(=O)N1CCCC1	1%	-1%	6%	0%	-20%	-13%	-2%	-2%	-9%	4%
COc1ccc(/C=N/NC(=O)CCCOc2ccc(Cl)cc2Cl)cc1[N+](=O)[O-]	-7%	-2%	-5%	u	8%	u	-2%	4%	-43%	u
CC(=O)/C(C(=N)N1CCN(Cc2ccccc2)CC1)=C(\C)O	1%	-3%	-2%	-1%	-7%	6%	2%	0%	-8%	-7%
Cc1cc(C)c2c(c1)/C(=N/NC(=O)c1cc(C)oc1C)CCC2	-1%	7%	1%	2%	-4%	-2%	16%	7%	-11%	-10%
O=C(O)c1ccc(N=Nc2c(O)[nH]c3ccccc23)cc1	u	u	-2%	0.43µM*	u	u	0.1µM*	-7%	u	35µM*
CCN(C(=O)COC(=O)/C(C#N)=C/c1ccc(OC)cc1)C1CCS(=O)(=O)C1 (stereo not given)	1%	0%	-5%	2%	x	x	-2%	2%	12%	x
COc1cc(/C=N/NC(=O)Cc2nnc(NC(=O)c3ccccc3)s2)ccc1O	5%	0%	2%	-9%	-3%	-21%	-2%	1%	-27%	-19%
CC1CCN(c2ccc(S(=O)(=O)Nc3cc(C(=O)O)cc(C(=O)O)c3)cc2[N+](=O)[O-])CC1	-9%	-8%	-1%	1%	6%	u	-1%	-1%	6%	-8%
O=c1cc(N2CCC3(CC2)OCCO3)[nH]c(=O)n1-c1ccc(Br)cc1	5%	-2%	3%	-12%	5%	12%	-3%	8%	10%	3%
CCn1c(=S)sc2c(=O)n(-c3ccccc3)c(SC)nc21	-8%	23%	x	0%	0%	5%	-2%	-11%	-25%	1%
Cc1c(C2C(C#N)=C(N)OC3=C2C(=O)CCC3)cnn1C (stereo not given)	-3%	-5%	-4%	-1%	-7%	20%	-2%	-9%	-8%	-20%
CCN1C(=O)[C@H]2[C@@H](c3ccc(C)cc3)N3C(=O)N(c4ccc(C)cc4)C(=O)[C@@]3(Cc3ccc(Cl)cc3)[C@H]2C1=O	0%	-2%	12%	3%	-1%	u	-1%	x	-4%	-12%
CCN(CC)S(=O)(=O)c1ccc(NC2c3ccccc3C(=O)N2Cc2ccc3c(c2)OCO3)cc1 (stereo not given)	-8%	1%	-12%	5%	1%	-20%	0%	-2%	-4%	-4%
CCOC(=O)c1ccc(NC(=O)NCc2ccccn2)cc1	-4%	1%	-10%	-5%	-5%	3%	9%	6%	20%	1%
O=S1(=O)CCO[C@H]2Cc3ccccc3[C@H]2N1Cc1ccccc1F	-2%	3%	-3%	7%	-6%	-21%	2%	x	-9%	-5%
O=C(Nc1ccccc1)Nc1cc(OCC(F)(F)F)cc(OCC(F)(F)F)c1	1%	-17%	-13%	-15%	-12%	u	-6%	-10%	-99%	16µM*
CCc1ccc2c(CN3CCOCC3)cc(=O)oc2c1	-13%	0%	-10%	-7%	10%	-11%	0%	3%	74%	-4%
Cc1cc(C(=O)C(C)Sc2cccc[n+]2[O-])c(C)n1-c1ccc(Cl)cc1 (stereo not given)	21%	2%	1%	u	-4%	u	19%	-1%	0%	-19%
CCOc1ccc(NC(=O)CC2C(=O)N(CC)C(=S)N2CCNC(C)=O)cc1 (stereo not given)	0%	-7%	-1%	-1%	9%	17%	-1%	-2%	-9%	4%

Some of the entries above in a different format.
Screens in order: ELG1 genotoxic | Rab9 prom act | uPA surface inh | FLuc counter | MBNL1-CUG inh | RORg inh | NPC1 prom act | p53 reactivation | BRCA1 expr up | VP16 counter
> CC12CCC(C(=O)Nc3nc4ccccc4s3)(OC1=O)C2(C)C (stereo not given)
  u | u | 0% | 17µM* | -11% | -17% | u | 7% | u | 6%
> Cc1ccc(NC(=O)CSc2nnc(N)s2)cc1S(=O)(=O)N1CCOCC1
  0% | -6% | 1% | -12% | x | x | -5% | -3% | -6% | x
